AmpC inh detg = blocks E. coli AmpC beta-lactamase in detergent assay; hit rate 0.041% among 370,000; AID 485294; AmpC hydrolysis of nitrocefin, absorbance 480 nm, 0.01% Triton; Potency, µM (series often up to 114 µM), for inactives: top-dose activity change, negative = inhibition, most hits filed as inhibitors;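 further: potency means the concentration at half of the fitted maximal effect; 0% = no-compound wells and -100% = no-enzyme wells; nearly all actives have a fitted effect of over 25% in size; some results filed as inactive show a strong effect at the top dose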
Target sequence (P00811 whole entry, looked up): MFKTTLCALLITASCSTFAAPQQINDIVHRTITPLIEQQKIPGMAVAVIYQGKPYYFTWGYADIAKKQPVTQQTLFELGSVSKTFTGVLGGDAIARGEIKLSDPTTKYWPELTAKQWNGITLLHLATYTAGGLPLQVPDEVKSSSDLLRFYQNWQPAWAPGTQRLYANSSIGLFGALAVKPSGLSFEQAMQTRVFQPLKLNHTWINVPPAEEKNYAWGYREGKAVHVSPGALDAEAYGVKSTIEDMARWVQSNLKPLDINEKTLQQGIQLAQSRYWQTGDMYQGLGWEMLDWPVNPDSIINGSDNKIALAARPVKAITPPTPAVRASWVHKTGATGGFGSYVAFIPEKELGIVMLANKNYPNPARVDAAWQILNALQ
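20 mM phosphate pH 7.0 + 0.01% (detergent screen) or 0.0001% Triton X-100; 5.3 nM AmpC reagent; cpd preinc 15 min RT; nitrocefin (800 uM stock) to start; A480 q20 s × 4 min; Activity was normalised to no-enzyme and no-compound control wells.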
HCMV inh = human cytomegalovirus inhibition; HFF cells, HCMV-luciferase reporter, 72 h; stronger effect = lower value; activity change, negative = inhibition, % at 57.5 µM; hit rate 4.5% among 410,000; AID 1259415; in the data active means activity change below about -60%; inconclusive means no clear call, values can overlap the other calls; inactive means above about -39%
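After 16 h attachment at 37C, HFF cells received test compound and HCMV-luciferase (1 PFU/cell); reporter luminescence read 72 h later, data normalized against buffer-only and known inhibitor Salinomycin.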
AmpC inh no detg = inhibitors of E. coli AmpC beta-lactamase without detergent; P00811; AmpC nitrocefin hydrolysis, absorbance 480 nm, 0.0001% Triton; Potency, µM (top dose mostly 57.1 µM), for the others: top-dose activity change, negative = inhibition, usual class: inhibitors; hit rate 0.52% among 330,000; AID 485341;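 further: potency means the concentration at half of the fitted maximal effect; plate controls were no compound for no effect and no enzyme for full effect; nearly all actives have a fitted effect of over 20% in size; some results filed as inactive show a strong effect at the top dose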
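AmpC (5.3 nM in the dispensed reagent) in 20 mM phosphate pH 7.0 with 0.01% (detergent screen) or 0.0001% Triton X-100 was preincubated with compounds for 15 min at room temperature. Nitrocefin was then added from an 800 uM solution, and hydrolysis was followed at 480 nm.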
Sm TGR inh = inhibitors of Schistosoma mansoni thioredoxin glutathione reductase. purified TGR, DTNB reduction, TNB absorbance 405 nm. Potency, µM (titrated, usually from 114 µM), for the others: top-dose activity change, negative = inhibition, hits mostly inhibitors. hit rate 3% among 360,000; further: potency means the concentration at half of the fitted maximal effect; nearly all actives have a fitted effect of over 60% in size
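TGR 20 nM + NADPH 100 uM (dispensed conc.), cpd preinc 15 min RT; start with NADPH (500 uM addition) then DTNB (15 mM addition). Kinetic TNB absorbance, 405 nm filter. Four-parameter Hill fit across titration.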
AMA1 RON2 block = AMA1-RON2 (P. falciparum) interaction inhibition. Potency, µM (highest dose often 58.2 µM), for the others: top-dose activity change, negative = inhibition, actives largely listed as inhibitors. hit rate 0.2% among 360,000. AID 720542. AlphaScreen AMA1-biotinylated RON2 peptide binding;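 further: potency means the concentration at half of the fitted maximal effect; 0% = vehicle wells and -100% = peptide control; nearly all actives have a fitted effect of over 45% in size; some results filed as inactive show a strong effect at the top dose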
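AMA1 (3D7) with his tag at 25 nM final met compounds first, then biotinylated RON2 peptide at 25 nM; detection used donor plus acceptor beads, 10 µg/mL apiece, read by AlphaScreen after 30 min at room temperature.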
Tb PYK inh = inhibitors of Trypanosoma brucei pyruvate kinase; Potency, µM (highest dose often 76.8 µM), inactives show at the highest dose activity, negative = inhibition, actives largely listed as inhibitors; hit rate 0.12% among 410,000; TbPYK enzyme, Kinase-Glo Plus ATP luminescence, 45 min; Q57TT1; AID 624173; further: potency means the concentration at half of the fitted maximal effect; nearly all actives have a fitted effect of over 50% in size
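Enzyme and substrate buffer are dispensed first and compound is pin-transferred. ADP at 130 uM final then starts the reaction, which runs 45 min at room temperature. Detection reagent is added for 10 min before luminescence is imaged.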
LmPK inhibitor = inhibitors of Leishmania mexicana pyruvate kinase. Potency, µM (titrated, usually from 57.5 µM), inactives show at the top dose activity change, negative = inhibition, usual class: inhibitors. Q27686. AID 1721. purified LmPK, Kinase-Glo ATP luminescence, 1 h. hit rate 0.37% among 290,000; further: potency means the concentration at half of the fitted maximal effect
Target sequence (Q27686 whole entry, looked up): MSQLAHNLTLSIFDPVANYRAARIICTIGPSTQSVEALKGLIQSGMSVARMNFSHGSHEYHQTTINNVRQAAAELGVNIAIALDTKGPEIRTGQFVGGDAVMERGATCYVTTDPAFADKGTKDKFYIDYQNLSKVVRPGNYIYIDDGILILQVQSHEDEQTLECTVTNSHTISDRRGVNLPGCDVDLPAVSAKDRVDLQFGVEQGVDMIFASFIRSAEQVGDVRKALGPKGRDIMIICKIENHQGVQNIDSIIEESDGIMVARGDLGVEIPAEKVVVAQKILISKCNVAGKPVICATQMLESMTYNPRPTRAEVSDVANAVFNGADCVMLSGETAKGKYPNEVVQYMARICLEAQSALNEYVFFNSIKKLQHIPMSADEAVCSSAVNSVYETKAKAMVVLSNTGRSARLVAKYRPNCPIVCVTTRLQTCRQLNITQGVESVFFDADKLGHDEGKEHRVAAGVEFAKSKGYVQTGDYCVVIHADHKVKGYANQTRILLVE
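Pyruvate kinase activity monitored as ATP production (luciferase luminescence). Conditions: 0.1 nM enzyme, 0.5 mM PEP, 0.1 mM ADP, 1 h, RT; normalized against uninhibited and no-enzyme wells.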
Numbers without * were called inactive; ? = inconclusive; / = not tested or not shown; & = joins results of further samples; [ ] = dose if it differs, or a comment. Unless noted, the call rests on the fitted dose curve; in most records, active means well fitted curve in the direction sought with a large enough effect; inconclusive means small, poorly fitted or top-dose-only effect, or another doubt; inactive means no such curve, though single readings can be large; an effect the other way counts as inactive or inconclusive. Unless noted, on the % scale 0 is the no-effect control and ±100 the full control effect. The order is random; overall some 7.4% were active at least once.

Values run as follows: AmpC inh detg, HCMV inh, AmpC inh no detg, Sm TGR inh, AMA1 RON2 block, Tb PYK inh, LmPK inhibitor
- CCCCC(=O)OCC(=O)c1ccc(OCC)cc1
 : -5%, 10, -3%, -1%, -5%, -3%, -26%
- CCc1c(SCCC(=O)O)nc2ccccc2c1C
 : -8%, -29, -21%, -3%, 12%, -7%, -3%
- CS(=O)(=O)Nc1ccc(C(=O)NCC2CCCO2)cc1 (stereo unspecified)
 : -12%, 2, -45%, -5%, -5%, 4%, 4%
- COCCn1c(N2CCN(c3ccc(OC)cc3)CC2)nc2c1c(=O)n(C)c(=O)n2C
 : -11%, -10, 85%[activator], -4%, -3%, 2%, 1%
- O=C(CSc1nc(-c2ccncc2)nn1CC(=O)N1CCCCC1)NC1CCCC1
 : -13%, 8, -3%, 40µM*, 3.8µM*, 4%, 4%
- C=CCSC1=N/C(=C\c2ccc(C(=O)O)cc2)C(=O)S1
 : -5%, 3, -21%, /, -8%, -1%, 3%
- O=C(COc1ncnc2ccccc12)Nc1cccc([N+](=O)[O-])c1
 : -1%, 0, -22%, 3%, -9%, -1%, 1%
- CN(C)c1ccc(/C=N\NC(=O)c2cccc3cc[nH]c23)cc1
 : -3%, -14, -28%, -6%, 3%, -1%, -13%
- COc1ccccc1OCC(=O)Nc1cc(Cl)ccc1N1CCCCC1
 : 7%, ?, -21%, -3%, -9%[11.6 µM], -8%, /
- CCCC(=O)N1CCC1(C)C(=O)Nc1ncc(C(=O)OC)s1 (stereo unspecified)
 : /, 15, /, /, -4%, -4%, /
- CCn1c(CSc2n[nH]c(N)n2)nc2cc(C(=O)O)ccc21
 : 5%, -23, -24%, 4%, 9%, -15%, 0%
- COCCN(C(=O)C1CC(=O)N(Cc2ccccc2)C1)c1nc(-c2ccc([N+](=O)[O-])cc2)cs1 (stereo unspecified)
 : ?, ?, 73%[activator], 0%, -19%, 6%, /
- COc1ccc(OP(=O)(Nc2ccccc2)Nc2ccccc2)cc1
 : -1%, 76, -20%, 17%, 5%, 1%, 5%
- COCCn1nnnc1C(c1ccccc1)N1CCN(C(=O)c2ccco2)CC1 (stereo unspecified)
 : 2%, 6, 0%, -2%, -1%, -3%, -6%
- CCCN(CC(=O)Nc1ccccc1C)C(=O)c1ccc2c(c1)OCO2
 : 7%, 13, -14%, 0%, 17%[11.6 µM], -5%, /
- N#Cc1cc(-c2ccccc2)nnc1Oc1ccccc1
 : -14%, 3, -28%, 16%, 28%, -4%, 2%
- O=C(CNC(=O)C12CC3CC(CC(C3)C1)C2)NCc1ccccc1
 : -12%, -22, -15%, 5%, -10%, 0%, /
- COC(=O)c1ccc(C2C(C(=O)c3ccco3)=C(O)C(=O)N2CC2CCCO2)cc1 (stereo unspecified)
 : 4%, 9, -22%, -3%, 4%, 1%, 2%
- O=C(Nc1ccc(F)cc1)c1oc2ccccc2c1NC(=O)C12CC3CC(CC(C3)C1)C2
 : -3%, -12, /, -1%, /, 1%, /
- Cc1cc(C(=O)N2CCC2(C)C(=O)NS(=O)(=O)c2ccc(Cl)cc2)nn1C (stereo unspecified)
 : /, -13, /, /, 15%, 2%, /
- Cc1ccccc1-n1c(C)cc(/C=N/NC(=O)c2ccncc2)c1C
 : ?, 21, 2%, -1%, 35%[activator], -4%, 1%
- CCOc1cc(C#N)c(NC(=O)CSc2nnnn2-c2ccc(OC)cc2)cc1OCC
 : 2%, 29, 85%[activator], -1%, -5%, -14%, -2%
- C/C(N)=C(/C#N)C(=O)COC(=O)c1ccccc1Oc1ccccc1
 : 7%, -23, 30%, 15%, 0%, -6%, 0%
- COC(=O)[C@]12CCCCC=C1N(Cc1ccccc1)C(=O)[C@H](CC(=O)NCc1cccc(C(F)(F)F)c1)C2
 : /, -16, /, /, -2%, -2%, /
- O=C(NCc1ccco1)c1cc(S(=O)(=O)N2CCOCC2)c(Cl)cc1Cl
 : ?, -16, -15%, 5%, 7%, -3%, 0%
- Cc1ccc(S(=O)(=O)NC(=O)NC(C)Cc2ccccc2)cc1 (stereo unspecified)
 : -12%, 39, 7%, -2%, 17%, 3%&-21%, 1%
- C/C(=N\NC(=O)COc1ccccc1)c1cccs1
 : -2%, 24, -9%, 3%, 11%, -9%, 0%
- COc1ccc2c(c1)c(N1CCCC1=O)c(C(=O)Nc1ccc(OC)c(Cl)c1)n2C
 : 18%, -19, /, 7%, /, 3%, /
- NC(=O)CNC(=O)C1CCN(S(=O)(=O)c2ccc(-n3cnnn3)cc2)CC1
 : 3%, -40, -3%, 0%, 8%, -3%, -1%
- CCOC(=O)c1c(C)[nH]c(C)c1C(=O)COC(=O)c1cc(OC)cc(OC)c1
 : -12%, 23, -2%[2.29 µM], -15%, -14%, 0%, -2%

A draw from above in order of heavy-atom count, rising.
Values run as follows: AmpC inh detg, HCMV inh, AmpC inh no detg, Sm TGR inh, AMA1 RON2 block, Tb PYK inh, LmPK inhibitor
- CCCCC(=O)OCC(=O)c1ccc(OCC)cc1
 : -5%, 10, -3%, -1%, -5%, -3%, -26%
- N#Cc1cc(-c2ccccc2)nnc1Oc1ccccc1
 : -14%, 3, -28%, 16%, 28%, -4%, 2%
- O=C(NCc1ccco1)c1cc(S(=O)(=O)N2CCOCC2)c(Cl)cc1Cl
 : ?, -16, -15%, 5%, 7%, -3%, 0%

Additional compounds
Values run as follows: AmpC inh detg, HCMV inh, AmpC inh no detg, Sm TGR inh, AMA1 RON2 block, Tb PYK inh, LmPK inhibitor
- CC1(c2ccccc2)NC(=O)N(CC(=O)N2CCN(S(=O)(=O)c3ccccc3[N+](=O)[O-])CC2)C1=O (stereo unspecified)
 : -1%, 4, -2%, -8%, 17%, -1%, -5%
- O=C(COCc1cc(-c2cccs2)on1)Nc1cc(Cl)ccc1O
 : -6%, -15, /, -2%, /, 1%, /
- CC(=O)NC1C(=O)N(C)c2ccc(Br)cc21 (stereo unspecified)
 : -3%, 42, 5%, 5%, 10%, -1%, -3%
- CCOC(=O)c1cc2sccc2n1CC(=O)c1ccc2c(c1)OCCO2
 : -10%, -21, -24%, -7%, 7%, 3%, 1%
- CCC(C(=O)Nc1ccc2c(c1)OCCO2)n1nnc2ccccc2c1=O (stereo unspecified)
 : 2%, 62, -20%, -8%, -14%, 4%, 5%
- CN(Cc1ccccc1)C(=O)Cn1nc(C(F)(F)F)c2c1CCC2
 : -3%, -5, /, -8%, -4%, 1%, -2%
- S=C(NCC1CC1)N/N=C/c1ccccc1Cl
 : 3%, -29, -41%, -2%, 35%[activator], 2%, -6%
- CC(C)(C)C(=O)C(Cc1ccccc1)n1cncn1 (stereo unspecified)
 : 0%, 31, 1%, 0%, 23%, -9%, 0%
- NC(=O)c1cc(S(=O)(=O)NCC2CCC(C(=O)Nc3cccc(Cl)c3)CC2)cs1 (stereo unspecified)
 : -7%, -5, /, 0%, /, -1%, /
- COc1ccccc1N1CCN(CCCOc2ccc(F)cc2)CC1
 : -2%, 19, 1%, 1%, -5%, 15%, -5%
- CN(CC(=O)N1CCCC1)S(=O)(=O)c1ccc(Cl)cc1
 : ?, 3, -14%, 0%, 9%, /, 0%
- O=C(CCN1CCCO1)N1CCCC(N2CCN(c3cccc(C(F)(F)F)c3)CC2)C1 (stereo unspecified)
 : 5%, 69, 132%[activator], 6%, -16%, 3%, 2%
- CN(Cc1ccccc1)S(=O)(=O)c1csc(C(N)=O)c1
 : -7%, ?, -13%, -7%, 12%, -12%, -2%
- O=C(CSc1ccc2nnc(-c3ccncc3)n2n1)Nc1ccc2c(c1)OCCO2
 : -14%, ?, -20%, -22%, -3%, 5%, 15%
- COCCCNC(=O)CNC(=S)N(Cc1cc(OC)c(OC)c(OC)c1)C1CCCC1
 : ?, 38, 93%[activator], -6%, 0%, -3%, 0%
- Cc1ccc(-n2ncc3c(Nc4cccc(Cl)c4)ncnc32)c(C)c1
 : 9%, -21, /, 15%, /, -6%, /
- Cc1ccc(Cn2ncc3c(N4CCN(c5ccccc5C)CC4)ncnc32)cc1
 : ?, -14, 12%, 9%, -6%, -7%, 5%
- CCCN1CCC(NC(=O)Cc2ccc(C)cc2)CC1
 : -10%, 11, -17%, -33%, 15%, -3%, -2%
- N/C(=N\OC(=O)COc1cc(Cl)c(Cl)cc1Cl)c1ccncc1
 : ?, 54, -28%, 1%, -7%, -3%, 2%
- CC1(c2nnc(-c3ccccc3)o2)CC(c2cccnc2)=NO1 (stereo unspecified)
 : 4%, 27, 3%, 2%, 2%, 8%, -1%
- Cc1nn(Cc2ccc(F)cc2Cl)c(C)c1[N+](=O)[O-]
 : -7%, -22, -24%, /, -16%, -2%, 4%
- COc1ccc2[nH]c(=O)c(CN(C(=O)c3cccnc3)c3ccccc3C)cc2c1
 : 2%, -31, 4%, -5%, 6%, -2%, 4%
- Cc1ccc(S(=O)(=O)NNC(=O)CCC(=O)Nc2ccccc2Cl)cc1
 : -16%, 114, -14%, -1%, 76%[activator], 5%, 0%
- COc1ccc(CCNC(=O)CN2CCN(c3cccc(C(F)(F)F)c3)CC2)cc1
 : 2%, 3, 150%[activator], -2%, -6%, /, -8%
- CCOc1ccccc1NCN1C(=O)c2ccccc2C1=O
 : /, 15, /, /, 6%, 4%, /
- CN(C)CCCNC1CS(=O)(=O)CC1O (stereo unspecified)
 : -8%, 33, -11%, -21%, 7%, -3%, 8%
- O=C(O)CC(NS(=O)(=O)c1cccc2nsnc12)c1ccc(F)cc1 (stereo unspecified)
 : -5%, -24, -12%, 2%, 10%, -2%, 0%
- O=C(C[n+]1ccccc1)c1ccc(NC(=O)c2ccccc2)cc1
 : 6%, 42, -28%, -25%, 0%, -5%, -10%
- Cc1ccc(C)c(NC(=S)N2CCC(C(=O)c3ccc(F)cc3)CC2)c1
 : /, 57, /, /, 10%, 1%, /
- CC(C)Nc1nc(Cl)nc(N(C#N)CN2C(=O)c3ccccc3S2(=O)=O)n1
 : 7%, 28, -39%, 20µM*, 1%, -4%, 5%

Source: PubChem BioAssay (National Center for Advancing Translational Sciences (NCATS))
